Screens as filed in PubChem BioAssay.
AmpC detergent: AmpC beta-lactamase inhibition with detergent present | P00811 | AmpC hydrolysis of nitrocefin, absorbance 480 nm, 0.01% Triton | Potency, µM (series often up to 114 µM), for the others: at the top dose activity change, negative = inhibition, hits mostly inhibitors | 370,000 tested, 0.041% active;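 also: potency is read from the fitted curve at half-maximal effect; 0% = no-compound wells and -100% = no-enzyme wells; nearly all actives have a fitted effect of over 25% in size; some results filed as inactive show a strong effect at the top dose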
Target sequence (P00811 whole entry, looked up): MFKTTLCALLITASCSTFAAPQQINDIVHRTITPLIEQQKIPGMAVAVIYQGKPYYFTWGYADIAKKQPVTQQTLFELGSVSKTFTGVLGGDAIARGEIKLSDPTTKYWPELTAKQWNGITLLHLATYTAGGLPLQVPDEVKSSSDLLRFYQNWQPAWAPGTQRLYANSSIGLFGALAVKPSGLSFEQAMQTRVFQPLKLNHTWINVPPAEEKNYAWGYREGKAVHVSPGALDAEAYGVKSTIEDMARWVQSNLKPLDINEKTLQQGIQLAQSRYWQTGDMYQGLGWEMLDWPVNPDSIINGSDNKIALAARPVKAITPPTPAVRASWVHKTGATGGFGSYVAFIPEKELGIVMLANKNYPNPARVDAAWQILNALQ
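AmpC (5.3 nM in the dispensed reagent) in 20 mM phosphate pH 7.0 with 0.01% (detergent screen) or 0.0001% Triton X-100 was preincubated with compounds for 15 min at room temperature. Nitrocefin was then added from an 800 uM solution, and hydrolysis was followed at 480 nm.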
AMA1-RON2 inh: disrupts binding of P. falciparum AMA1 to RON2; Potency, µM (highest dose often 58.2 µM), inactives show top-dose activity change, negative = inhibition, usual class: inhibitors; AlphaScreen AMA1-biotinylated RON2 peptide binding; AID 720542; 360,000 tested, 0.2% active;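 also: potency is read from the fitted curve at half-maximal effect; 0% = vehicle wells and -100% = peptide control; nearly all actives have a fitted effect of over 45% in size; some results filed as inactive show a strong effect at the top dose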
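AMA1 (3D7) with his tag at 25 nM final met compounds first, then biotinylated RON2 peptide at 25 nM; detection used donor plus acceptor beads, 10 µg/mL apiece, read by AlphaScreen after 30 min at room temperature.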
HCV inh: blocks hepatitis C virus | Huh7.5.1 HCVcc-Cre infection, luciferase reporter, 44 h | Potency, µM (titrated, usually from 41.8 µM), for inactives: at the top dose activity change, negative = inhibition, hits mostly inhibitors | 340,000 tested, 3.4% active | AID 651820; also: potency is read from the fitted curve at half-maximal effect
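Seed cells (1,000/well) for 4 h; treat with compound and infect with HCVcc-Cre, moi about 0.5. Incubate 44 h, then detect luciferase activity.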
Tb PYK inh: T. brucei pyruvate kinase inhibition | Potency, µM (titrated, usually from 76.8 µM), for the others: at the highest dose activity, negative = inhibition, most hits filed as inhibitors | TbPYK enzyme, Kinase-Glo Plus ATP luminescence, 45 min | AID 624173 | Q57TT1 | 410,000 tested, 0.12% active; also: potency is read from the fitted curve at half-maximal effect; nearly all actives have a fitted effect of over 50% in size
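Activity of T. brucei pyruvate kinase was followed by Kinase-Glo Plus luminescence after the enzyme reacted 45 min at room temperature with 130 uM ADP (final) and substrate. Test compounds were added before ADP at multiple concentrations.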
LmPK inhibitor: LmPK (Leishmania mexicana) enzyme inhibition; Q27686; purified LmPK, Kinase-Glo ATP luminescence, 1 h; Potency, µM (top dose mostly 57.5 µM), for the others: top-dose activity change, negative = inhibition, hits mostly inhibitors; 290,000 tested, 0.37% active; also: potency is read from the fitted curve at half-maximal effect
Target sequence (Q27686 whole entry, looked up): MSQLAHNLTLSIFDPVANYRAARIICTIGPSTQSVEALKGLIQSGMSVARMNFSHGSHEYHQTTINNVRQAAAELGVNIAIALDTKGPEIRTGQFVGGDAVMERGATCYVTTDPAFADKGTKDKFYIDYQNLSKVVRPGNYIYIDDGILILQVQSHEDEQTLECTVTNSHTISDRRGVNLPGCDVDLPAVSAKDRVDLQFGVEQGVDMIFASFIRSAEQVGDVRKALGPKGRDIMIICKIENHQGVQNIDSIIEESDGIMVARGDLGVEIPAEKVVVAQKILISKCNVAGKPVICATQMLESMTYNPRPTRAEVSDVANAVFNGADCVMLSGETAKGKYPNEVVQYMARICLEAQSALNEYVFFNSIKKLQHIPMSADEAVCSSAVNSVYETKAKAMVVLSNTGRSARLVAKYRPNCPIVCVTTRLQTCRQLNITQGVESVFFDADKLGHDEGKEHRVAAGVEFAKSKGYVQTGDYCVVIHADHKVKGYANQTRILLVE
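Purified LmPK (0.1 nM) converted ADP (0.1 mM) to ATP with PEP (0.5 mM) in imidazole buffer pH 7.2 with KCl and MgCl2, 1 h at room temperature. ATP was read by Kinase-Glo luminescence; data normalized to uninhibited and no-enzyme controls.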
HCMV inh: human cytomegalovirus inhibition; activity change, negative = inhibition, % at 57.5 µM; HFF cells, HCMV-luciferase reporter, 72 h; stronger effect = lower value; 410,000 tested, 4.5% active; AID 1259415; in the data active = activity change below about -60%; inconclusive = no clear call, values can overlap the other calls; inactive = above about -39%
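Inhibition of viral replication was scored as loss of reporter luminescence in HFFs infected with HCMV-luciferase (MOI 1 PFU/cell) for 72 h; compounds tested at 2 doses, normalized to buffer and Salinomycin controls.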
AmpC inh no detg: inhibitors of E. coli AmpC beta-lactamase without detergent; AmpC nitrocefin hydrolysis, absorbance 480 nm, 0.0001% Triton; Potency, µM (doses to about 57.1 µM), without a hit: at the highest dose activity change, negative = inhibition, hits mostly inhibitors; 330,000 tested, 0.52% active;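 also: potency is read from the fitted curve at half-maximal effect; plate controls were no compound for no effect and no enzyme for full effect; nearly all actives have a fitted effect of over 20% in size; some results filed as inactive show a strong effect at the top dose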
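AmpC (5.3 nM in the dispensed reagent) in 20 mM phosphate pH 7.0 with 0.01% (detergent screen) or 0.0001% Triton X-100 was preincubated with compounds for 15 min at room temperature. Nitrocefin was then added from an 800 uM solution, and hydrolysis was followed at 480 nm.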
* hit, by the source's call; ? = inconclusive; nt = not tested or not shown; [ ] = another dose, or the depositor's remark. Unless noted, calls follow the shape of the dose curve; as a rule, active = well fitted curve in the direction sought with a large enough effect; inconclusive = small, poorly fitted or top-dose-only effect, or another doubt; inactive = no such curve, though single readings can be large; an effect the other way counts as inactive or inconclusive. Unless noted, % is scaled to controls: 0 for no effect and ±100 for the full control effect.

SMILES	AmpC detergent	AMA1-RON2 inh	HCV inh	Tb PYK inh	LmPK inhibitor	HCMV inh	AmpC inh no detg
Cc1cc(NC(=O)COC(=O)COc2ccc(C(=O)c3ccccc3)cc2)no1	3.2%	6.3%	9.5%	0.0%	1.3%	-4.9	-37.6%
CCOc1ccc(S(=O)(=O)Nc2ccccc2C(=O)NCC2CCCO2)cc1 (stereo unspecified)	-1.9%	3.8%	7.4%	-3.7%	10.4%	-20.2	-4.5%
CCn1cc(Cl)c(C(=O)Nc2cccc(C(F)(F)F)c2)n1	-1.7%	13.3%	0.9%	-3.8%	-13.5%	6.5	15.3%
CCOC(=O)c1ccc(Oc2cn[nH]c2-c2ccc(O)cc2O)cc1	-5.9%	90.3%[activator]	?	0.3%	2.8%	?	-55.4%
O=C(/C=C/c1ccco1)NC(=S)Nc1ccccc1N1CCCC1	7.0%	-2.9%	-22.9%	0.3%	1.4%	8.4	-25.7%
Cc1ccc(C(=O)NCc2ccccn2)cc1NC1=NC2CS(=O)(=O)CC2S1 (stereo unspecified)	-0.2%	9.5%	10.5%	-0.6%	-4.0%	17.2	-1.7%
O=C(CN1CCN(c2ccc(F)cc2)CC1)N1CCC(Cc2ccccc2)CC1	?	-18.1%	-27.9%	11.0%	1.1%	?	178.0%[activator]
Cc1ccc(NC2c3ccccc3C(=O)N2CCN2CCOCC2)cc1 (stereo unspecified)	?	-9.8%	-1.4%	-3.6%	3.5%	-9.3	46.3%
O=C(Oc1ccc2c(c1)C(=O)c1ccccc1CO2)c1ccccc1	-1.1%	-27.5%	8.9%	2.0%	4.8%	47.1	-18.9%
CCN(CC)CCNC(=O)c1ccc(NC(=O)Nc2cccc3ccccc23)cc1	-6.0%	12.4%	-20.9%	-4.5%	-1.2%	?	-0.8%
CC(=O)c1c(C)[nH]c(C(=O)OCC(=O)Nc2cc(C(F)(F)F)ccc2N2CCOCC2)c1C	?	-0.7%	-20.6%	-2.7%	-0.5%	-14.8	46.7%
CC(C)=C(c1ccc(Cl)cc1)c1c(N)ncnc1N	nt	30.7%[activator]	nt	-3.1%	nt	-7.9	nt

Three of the compounds above, with each value named.
CCn1cc(Cl)c(C(=O)Nc2cccc(C(F)(F)F)c2)n1
  AmpC detergent: -1.7% | AMA1-RON2 inh: 13.3% | HCV inh: 0.9% | Tb PYK inh: -3.8% | LmPK inhibitor: -13.5% | HCMV inh: 6.5 | AmpC inh no detg: 15.3%
CCOC(=O)c1ccc(Oc2cn[nH]c2-c2ccc(O)cc2O)cc1
  AmpC detergent: -5.9% | AMA1-RON2 inh: 90.3%[activator] | HCV inh: ? | Tb PYK inh: 0.3% | LmPK inhibitor: 2.8% | HCMV inh: ? | AmpC inh no detg: -55.4%
O=C(/C=C/c1ccco1)NC(=S)Nc1ccccc1N1CCCC1
  AmpC detergent: 7.0% | AMA1-RON2 inh: -2.9% | HCV inh: -22.9% | Tb PYK inh: 0.3% | LmPK inhibitor: 1.4% | HCMV inh: 8.4 | AmpC inh no detg: -25.7%

The listing continues.
SMILES	AmpC detergent	AMA1-RON2 inh	HCV inh	Tb PYK inh	LmPK inhibitor	HCMV inh	AmpC inh no detg
COc1cc(-c2nnc(-c3cccs3)o2)cc(OC)c1OC	-11.7%	1.1%	?	-2.7%	-2.5%	172.0	-8.0%
COc1ccc(Cc2noc(CN(C)CCN3CCc4ccccc4C3)n2)cc1OC	-5.3%	12.8%	-14.6%	-4.6%	1.1%	-8.0	72.2%[activator]
Cc1ccc(S(=O)(=O)N2CCN=C2SCc2c(F)cccc2Cl)cc1	3.2%	-9.8%	-5.5%	-1.0%	-0.5%	-12.3	-7.1%
COc1ccccc1N(CC(=O)Nc1ccc2c(c1)OCCO2)S(C)(=O)=O	4.7%	7.0%	-7.7%	-1.7%	4.3%	-16.9	-17.2%
CCCOc1ccc(C(=O)OCC(=O)c2c(N)n(C)c(=O)n(C)c2=O)cc1OC	-6.9%	-8.3%	16.7%	0.5%	8.6%	-33.0	-18.4%
COc1ccc2sc(N(CCN(C)C)C(=O)c3cc(Cl)sc3Cl)nc2c1	5.9%	-5.4%	-12.8%	-0.3%	0.0%[11.5 µM]	1.8	38.2%
CC(=O)c1oc2ccccc2c1NC(=O)COC(=O)c1ccc(-n2nc(C)cc2C)cc1	?	-1.5%	?	0.4%	0.9%	11.8	-14.8%
COc1cc(OC)c(NC(=O)CC(C)=O)cc1Cl	?	10.3%	5.7%	2.1%	0.0%	33.8	15.0%
Cc1ccc(N)cc1C	nt	-1.8%	11.9%	-0.5%	nt	-39.3	nt
c1cc(CNc2ccc3c(c2)OCO3)ccn1	-5.5%	-10.5%	11.9%	-21.9%	-4.4%	31.5	-3.2%
Cc1ccc(C(=O)Nc2cc3c(cc2N2CCCCC2)n(C)c(=O)n3C)cc1	4.9%	-8.2%	?	5.1%	4.6%	nt	-16.5%
CCNC(=O)c1sc(-c2ccccc2)nc1C	-7.1%	-1.2%	-11.1%	2.3%	-1.6%	30.4	-11.1%

Continued; the last 2 above are carried over.
SMILES	AmpC detergent	AMA1-RON2 inh	HCV inh	Tb PYK inh	LmPK inhibitor	HCMV inh	AmpC inh no detg
Cc1ccc(C(=O)Nc2cc3c(cc2N2CCCCC2)n(C)c(=O)n3C)cc1	4.9%	-8.2%	?	5.1%	4.6%	nt	-16.5%
CCNC(=O)c1sc(-c2ccccc2)nc1C	-7.1%	-1.2%	-11.1%	2.3%	-1.6%	30.4	-11.1%
CC(C)(C)N1C(=O)c2ccc(C(=O)Nc3ccc(-c4nc5ccccc5[nH]4)cc3)cc2C1=O	3.8%	2.9%	-3.9%	-2.1%	8.8%	-32.2	-14.2%
O=C(NC(=S)NN1CCCCC1c1cccnc1)c1ccc(Cl)cc1Cl (stereo unspecified)	-10.3%	74.1%[activator]	4.1%	-10.5%	-0.4%	?	-26.5%
CCN(CC)CCN1C(=O)C(=O)/C(=C(/O)c2c(C)[nH]c(C(=O)OC)c2C)C1c1ccc(C)o1 (stereo unspecified)	3.1%	16.5%	3.6%	-6.7%	-1.3%	18.2	2.5%
CCNC(=S)N1CCN(S(=O)(=O)c2ccccc2C(F)(F)F)CC1	8.7%	-0.5%	10.3%	-0.2%	8.6%	-2.4	-8.4%
CCc1cc2cc(OC)ccc2nc1SCC(=O)NNC(=O)c1ccco1	0.6%	45.6%[activator]	?	-0.4%	0.1%	-3.4	-1.0%
Cc1ccc(S(=O)(=O)N[C@H](C(=O)Oc2ccc3c(C(F)(F)F)cc(=O)oc3c2)c2ccccc2)cc1	-9.5%	-7.7%	-8.0%	-10.5%	5.8%	nt	-20.0%
O=C1CC(c2ccccc2)n2nc(NC(=O)c3ccccc3)nc2N1 (stereo unspecified)	-12.0%	15.3%	-0.3%	nt	-1.9%	-12.1	2.8%
CCOc1ccc(C(=O)NC(=S)NC2CCCC2)cc1[N+](=O)[O-]	?	43.9%[activator]	?	-6.3%	5.8%	-29.5	10µM*
O=C(Cn1ncc2c(=O)oc3ccccc3c21)NCCc1ccsc1	?	-0.3%	12.6%	-0.4%	0.9%	26.2	-11.5%
CCc1ccc(CNCc2c(C(=O)O)n(Cc3cccc(F)c3)c3cc(OC)ccc23)cc1	-6.2%	nt	nt	-1.8%	nt	?	nt
Cc1c(C(=O)N/N=C/c2ccc(O)c(Br)c2)sc(N)c1C#N	-0.8%	33.2%[activator]	6.0%	-0.5%	5.7%	?	-54.1%
CCOC(=O)C1CCCN(c2nc3ccccc3nc2C(C#N)C(=O)NCc2ccccc2)C1 (stereo unspecified)	8.2%	11.6%	-8.5%	-12.5%	3.0%	9.9	-23.7%
CCOC(=O)c1c(NC(=O)C2=COCCO2)sc2c1CCN(C(=O)OC)C2	?	9.9%	?	-14.7%	nt	?	-15.0%
CCSc1nnc(NC(=O)c2cc(=O)c3cc(C)ccc3o2)s1	15.4%	nt	nt	-5.3%	nt	20.8	nt
CCCCn1c(SCC(=O)c2ccc(OC)cc2OC)nc2cc(S(N)(=O)=O)ccc21	-1.3%	-10.9%	0.2%	-12.5%	4.8%	?	20.4%
CN1C(=O)NC(=O)C2(CCCC2)C1=O	nt	-0.1%	17.3%	9.2%	nt	-18.4	nt
CCOc1ccccc1NC(=O)CN1C(=O)CC(c2ccco2)Sc2ccccc21 (stereo unspecified)	23.2%	nt	nt	-1.9%	nt	-87.0*	nt
CCCCN1C(=O)C(O)(c2c(C)[nH]c3ccccc23)c2cc(Br)ccc21 (stereo unspecified)	-1.5%	nt	nt	-3.8%	nt	-34.7	nt
COC(=O)c1cc(C(=O)OC)cc(N2C(=O)CC(NNC(=O)c3ccccc3Br)C2=O)c1 (stereo unspecified)	?	17.9%	0.4%	-2.0%	-0.1%	32.6	-39.5%
CC1CCc2c(sc3ncnc(SCC(=O)N4CCN(C(=O)c5ccco5)CC4)c23)C1 (stereo unspecified)	-3.6%	nt	nt	nt	-1.3%	nt	-2.9%
O=C1NCN(c2ccccc2)C12CCN(C(c1cccs1)c1nnnn1C1CCCCC1)CC2 (stereo unspecified)	nt	-20.9%	nt	-4.6%	nt	-23.9	nt
O=C(CN1CCC(n2nnc3cc(F)ccc32)CC1)NC1CCCCC1	?	-0.9%	-5.2%	2.6%	-1.7%	30.7	14.1%
COc1cccc2cc(C(=O)Nc3ccc(C)cc3)c(=O)oc12	8.3%	nt	nt	-4.4%	nt	5.8	nt
CCOC(=O)c1oc2ccccc2c1NC(=O)C1CCCCC1	?	-0.2%	7.2%	0.9%	-10.4%	11.2	-14.3%
Cc1nnc(SCC(=O)NNC(=O)c2ccccc2)n1Cc1ccccc1	nt	9.5%	9.2%	3.4%	nt	10.9	-16.4%
N/C(COc1ccc(Cl)cc1Cl)=N\O	6.1%	8.5%	27.5%	1.1%	-0.3%	-34.7	-15.0%
COc1ccc(C(=O)c2oc3ccc(Br)cc3c2NC(C)=O)cc1	-13.3%	4.0%	15.1%	3.5%	3.5%	?	-6.3%
COc1cc(NC(=O)c2ccccc2Cl)c2ncccc2c1	4.5%	26.9%	10µM*	2.3%	3.4%	29.2	1.2%
CCOC(=O)CNC(=O)Cn1nc(N2CCN(c3ccccc3)CC2)ccc1=O	-3.2%	nt	nt	1.4%	nt	-14.3	nt
CCOc1ccc2nc(NC(=O)CN3C(=O)NC4(CCCC4)C3=O)sc2c1	?	-12.6%	?	-1.3%	nt	10.3	-23.0%
